Source: PubChem BioAssay (National Center for Advancing Translational Sciences (NCATS))
APE1 inh: APE1 (human) endonuclease inhibition | 0.35% of 350,000 active | Potency, µM (doses to about 65.8 µM), for the others: at the highest dose activity change, negative = inhibition, most hits filed as inhibitors | AID 2517 | recombinant APE1, TAMRA/BHQ-2 abasic DNA cleavage fluorescence;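 further: plate controls were vehicle for no effect and reference inhibitor for full effect; nearly all actives have a fitted effect of over 55% in size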
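Incision of a quenched TAMRA/BHQ-2 THF abasic-site duplex (50 nM) by 0.75 nM APE1, after 15 min compound preincubation, measured as fluorescence increase over three 60 s reads. Values normalized to buffer, DMSO and NSC13755 control wells.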
Pol beta inh: blocks human DNA polymerase beta activity; 1.3% of 340,000 active; Pol beta primer extension/strand displacement, fluorescence kinetic; P06746; Potency, µM (highest dose often 114 µM), without a hit: top-dose activity change, negative = inhibition, most hits filed as inhibitors; further: on the % scale 0 is the no-effect control and ±100 the full control effect
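Values derive from four-parameter Hill fits of normalized kinetic data: reads at 0 and 10 min following addition of 50 nM substrate to 10 nM Pol beta preincubated 15 min with compound.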
Pol kappa inh: inhibitors of human DNA polymerase kappa. purified Pol kappa, fluorescent DNA synthesis assay, 10 min. Potency, µM (doses to about 107 µM), for inactives: top-dose activity, negative = inhibition, usual class: inhibitors. 0.53% of 400,000 active; further: on the % scale 0 is the no-effect control and ±100 the full control effect
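Here, compound and 10 nM enzyme are combined for 15 min at room temperature; adding 50 nM substrate (final) starts DNA synthesis, tracked by fluorescence at 0 and 10 min against buffer-only wells.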
BAZ2B block: inhibitors of human BAZ2B bromodomain; Q9UIF8; AlphaScreen BAZ2B-H3K14Ac peptide displacement; Potency, µM (series often up to 114 µM), for the others: at the top dose activity change, negative = inhibition, actives largely listed as inhibitors; 4.4% of 360,000 active; AID 504333; further: on the % scale 0 is the no-effect control and ±100 the full control effect; nearly all actives have a fitted effect of over 60% in size
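BAZ2B 50 nM plus b-H3(5-23)K14Ac 50 nM, PBS pH 7.4/0.01% Tween-20, 30 min RT; compound added (max 110 uM), 30 min RT; streptavidin donor/Ni-chelate acceptor beads 10 ug/mL final, 20 min dark; AlphaScreen read.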
JMJD2A Tudor: JMJD2A Tudor domain (human) inhibition | O75164 | AlphaScreen JMJD2A-Tudor / H3K4me3 peptide binding | Potency, µM (doses to about 114 µM), for the others: top-dose activity change, negative = inhibition, actives largely listed as inhibitors | 4.4% of 390,000 active; further: on the % scale 0 is the no-effect control and ±100 the full control effect; nearly all actives have a fitted effect of over 50% in size
Target sequence (O75164 whole entry, looked up, the tested form may be a part): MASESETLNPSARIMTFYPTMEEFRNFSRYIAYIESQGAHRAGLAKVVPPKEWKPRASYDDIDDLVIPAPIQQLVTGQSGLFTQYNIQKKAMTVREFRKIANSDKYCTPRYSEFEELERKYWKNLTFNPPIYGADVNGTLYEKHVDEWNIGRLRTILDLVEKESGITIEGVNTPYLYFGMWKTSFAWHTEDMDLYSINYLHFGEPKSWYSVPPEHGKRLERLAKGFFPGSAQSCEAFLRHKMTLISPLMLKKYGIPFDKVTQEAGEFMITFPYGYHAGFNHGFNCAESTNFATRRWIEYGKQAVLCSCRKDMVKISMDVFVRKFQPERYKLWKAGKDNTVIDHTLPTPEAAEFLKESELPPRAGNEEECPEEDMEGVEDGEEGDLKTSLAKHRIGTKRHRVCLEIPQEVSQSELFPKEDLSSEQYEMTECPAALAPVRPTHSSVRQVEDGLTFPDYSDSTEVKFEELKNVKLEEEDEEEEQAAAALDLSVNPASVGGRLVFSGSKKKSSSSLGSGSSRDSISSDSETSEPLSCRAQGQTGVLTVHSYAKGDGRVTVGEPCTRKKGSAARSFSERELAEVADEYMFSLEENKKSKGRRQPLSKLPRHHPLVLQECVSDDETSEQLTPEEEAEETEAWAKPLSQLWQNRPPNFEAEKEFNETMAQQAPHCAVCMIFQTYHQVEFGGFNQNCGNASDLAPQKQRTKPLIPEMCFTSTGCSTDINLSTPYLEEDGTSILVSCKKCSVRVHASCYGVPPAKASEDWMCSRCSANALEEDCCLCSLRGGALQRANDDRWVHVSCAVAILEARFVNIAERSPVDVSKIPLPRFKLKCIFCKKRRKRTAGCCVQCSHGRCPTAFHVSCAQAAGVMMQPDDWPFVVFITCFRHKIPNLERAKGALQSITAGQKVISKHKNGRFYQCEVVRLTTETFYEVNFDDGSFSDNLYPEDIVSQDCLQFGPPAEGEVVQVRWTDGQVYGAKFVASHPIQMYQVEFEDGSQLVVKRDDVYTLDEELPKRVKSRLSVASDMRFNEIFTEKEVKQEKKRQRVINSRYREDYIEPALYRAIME
Pol eta inh: inhibitors of human DNA polymerase eta | recombinant Pol eta, fluorescent DNA replication assay | 1.2% of 390,000 active | Q9Y253 | Potency, µM (doses to about 114 µM), for inactives: top-dose activity change, negative = inhibition, actives largely listed as inhibitors | AID 588591; further: on the % scale 0 is the no-effect control and ±100 the full control effect
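Pol eta at 10 nM preincubated with compounds 15 min at room temperature; reaction started with fluorescent substrate (50 nM final) and read kinetically at 0 and 10 min.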
BLM helicase inh: inhibitors of human Bloom syndrome helicase BLM; P54132; recombinant BLM DNA unwinding, fluorescence dequenching; Potency, µM (series often up to 56.1 µM), inactives show top-dose activity change, negative = inhibition, usual class: inhibitors; 0.2% of 350,000 active; AID 2528;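 further: plate controls were vehicle for no effect and no enzyme for full effect; nearly all actives have a fitted effect of over 35% in size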
POLI inh: inhibitors of human DNA polymerase iota; Pol iota fluorescent replication assay, 10 min; Potency, µM (highest dose often 115 µM), inactives show at the top dose activity, negative = inhibition, actives largely listed as inhibitors; 1% of 390,000 active; AID 588590
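Pol iota at 10 nM preincubated 15 min with compounds at room temperature; reaction started with fluorescent substrate, 50 nM final. Fluorescence read kinetically at 0 and 10 min; buffer-only wells as negative control.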
G9a inh: blocks human histone lysine methyltransferase G9a; Q96KQ7; G9a H3K9 monomethylation, AlphaScreen, 2 h; Potency, µM (titrated, usually from 102 µM), for inactives: top-dose activity, negative = inhibition, actives largely listed as inhibitors; 8.8% of 350,000 active; further: on the % scale 0 is the no-effect control and ±100 the full control effect; nearly all actives have a fitted effect of over 75% in size
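G9a (20 nM) preincubated 15 min RT with compounds, then 500 nM biotinylated H3K9 peptide and 20 uM SAM added; 2 h RT reaction. Monomethyl-H3K9 product detected by AlphaScreen with anti-H3K9me1 antibody, streptavidin donor and anti-rabbit IgG acceptor beads.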
* hit, by the source's call; ? = inconclusive; / = no result given; & = joins results of further samples; [ ] = dose if it differs, or a comment. The call rests on the fitted dose curve; in most records, active means well fitted curve in the direction sought with a large enough effect; inconclusive means small, poorly fitted or top-dose-only effect, or another doubt; inactive means no such curve, though single readings can be large; an effect the other way counts as inactive or inconclusive. Potency means the concentration at half of the fitted maximal effect.

SMILES	APE1 inh	Pol beta inh	Pol kappa inh	BAZ2B block	JMJD2A Tudor	Pol eta inh	BLM helicase inh	POLI inh	G9a inh
O=C(O)Cc1sc(N/N=C\c2ccncc2)nc1-c1ccccc1	-8%	?	-15%	-21%	-7%[11.4 µM]	?	-4%	?	2µM*
N/C(=N\OC(=O)c1ccncc1)c1cccc([N+](=O)[O-])c1	0%	0%	-5%	1%	-14%	-11%	4%	18%	4%[0.501 µM]
CC(=O)Nc1ccc(S(=O)(=O)N(C)S(=O)(=O)c2ccc(F)cc2)cc1	4%	1%	-6%	12%	-9%	-14%	-6%	12%	-6%[59 µM]
CC(=O)c1c(C)[nH]c(C(=O)Nc2nc(C)cs2)c1C	-3%	2%	-4%	50µM*	-8%	-17%	-4%	64%[activator]	-36%
COc1cc(C(=O)Nc2cc(C(F)(F)F)ccc2Cl)cc(OC)c1OC	-1%	26%	-20%	-3%	-5%	-12%	-2%	1%	/
COCC(=O)N1CCC[C@@]2(CCN(c3ncccn3)C2)C1	7%	/	-6%[60.1 µM]	/	/	/	0%	/	-6%[12.7 µM]
COc1ccc(NC(=O)CCNC(=O)Cn2cnc3ccccc3c2=O)c(OC)c1	1%	0%	5%	5%	-1%	-3%	-2%	42%[activator]	-7%[59 µM]
O=C(NCCNC(=O)c1ccccc1Cl)c1ccco1	42%	42%	4%	16%	79µM*	?	-1%	75%[activator]	50µM*
C/C=C(/C)C(=O)O[C@H]1CC(C)=CC(=O)[C@@]2(C)CC[C@@](O)(C(C)C)[C@H]12	0%	/	13%	/	3%	/	-1%	21%	/
Oc1ccc(C(=S)N2CCCCC2)cc1	-8%	-16%	5%	0%	-15%	-8%	-1%	-3%	45µM*
O=C1CC[C@@H](O)CCN1CC[C@H](Sc1ccccc1)c1ccccc1	17%	45%	1%&-8%	1%	-22%	-3%	-2%	-13%&-13%	6%
Cc1ccc(OCc2nnc(NC(=O)c3ccco3)s2)c(C)c1	11%	?	-12%	?	?	-1%	-2%	?	7%[12.7 µM]
Cn1ncc2c(=O)n(CC(=O)NC34CC5CC(CC(C5)C3)C4)cnc21	2%	14%	-5%	8%	-6%	-10%	-1%	9%	9%[59 µM]
Cc1cccc(NCC(=O)N/N=C\c2cccn2C)c1	?	-3%	5%	?	?	9%	-3%	38%[activator]	/
CCOC(=O)C(C)Sc1nnc(Cc2cc(=O)[nH]c(=O)[nH]2)n1-c1cccc(OC)c1 (stereo not given)	12%	37%	3%	11%	-5%	-13%	-1%	-6%	?
Cc1cc(C)nc(N2CCCC(C(=O)NCCc3ccc(F)cc3)C2)n1 (stereo not given)	0%	-6%	-8%	-3%	-3%	0%	-4%	15%	16%
NC(=O)CSc1nnc(-c2cc3ccccc3o2)n1Cc1ccccc1	2%	3%	-14%	-2%	1%	-12%	-1%	-2%	?
C#CCOCCOCCOCCNc1nc(N2CCN(C(=O)[C@H](CCCCN)n3cc(CCCC)nn3)CC2)nc(N2CCN(C(=O)[C@H](CCCCN)n3cc(CCCC)nn3)CC2)n1	6%	-11%	-17%	?	?	-13%	0%	?	40µM*
CCC(C)NC(=O)Cn1c(=O)c2cccn2c2ccc(F)cc21 (stereo not given)	/	2%	9%	-7%	-13%	8%	-5%	19%	-19%[59 µM]
O=C(O)CN1C(=O)C(=O)N(Cc2ccccc2F)C1=O	-3%	-2%	-8%	-3%	-2%	-19%	-3%	17%	-12%
Cc1ccc(-c2nc3c(c(SCC(=O)N4CCCCC4)n2)Cc2cc(C)ccc2O3)cc1	/	7%	-15%	-16%	-18%	1%	-3%	10%	?
CNc1ccc(C(O)(C(F)(F)F)C(F)(F)F)cc1C(O)(C(F)(F)F)C(F)(F)F	-6%	-19%	-6%	8%	-17%	-17%	-15%	10%	0%[12.7 µM]
CN(Cc1ccc(F)cc1)S(=O)(=O)c1nnc(NC(=O)c2ccccc2Br)s1	-1%	-2%&-1%	-8%	-4%&7%	-13%&-8%	0%&-27%	-5%&3%	-14%&-7%	13%&-12%[59 µM]
CC(=O)Nc1ccc(SC[C@H](Cc2ccccc2)N2CCN(CCc3ccccc3)CCC2=O)cc1	-1%	5%	-6%	-28%	?	-11%	-3%	4%	?
Cc1ccc(C)c(NC(=O)C(C)CC2COCCO2)c1 (stereo not given)	-1%	6%	-4%	18%	-11%	-13%	1%	2%	4%[12.7 µM]

The final five entries of the section before are carried over, then new ones follow.
SMILES	APE1 inh	Pol beta inh	Pol kappa inh	BAZ2B block	JMJD2A Tudor	Pol eta inh	BLM helicase inh	POLI inh	G9a inh
Cc1ccc(-c2nc3c(c(SCC(=O)N4CCCCC4)n2)Cc2cc(C)ccc2O3)cc1	/	7%	-15%	-16%	-18%	1%	-3%	10%	?
CNc1ccc(C(O)(C(F)(F)F)C(F)(F)F)cc1C(O)(C(F)(F)F)C(F)(F)F	-6%	-19%	-6%	8%	-17%	-17%	-15%	10%	0%[12.7 µM]
CN(Cc1ccc(F)cc1)S(=O)(=O)c1nnc(NC(=O)c2ccccc2Br)s1	-1%	-2%&-1%	-8%	-4%&7%	-13%&-8%	0%&-27%	-5%&3%	-14%&-7%	13%&-12%[59 µM]
CC(=O)Nc1ccc(SC[C@H](Cc2ccccc2)N2CCN(CCc3ccccc3)CCC2=O)cc1	-1%	5%	-6%	-28%	?	-11%	-3%	4%	?
Cc1ccc(C)c(NC(=O)C(C)CC2COCCO2)c1 (stereo not given)	-1%	6%	-4%	18%	-11%	-13%	1%	2%	4%[12.7 µM]
N/C(=N\OC(=O)C1CCCCC1)c1ccc(Cl)cc1	29%	17%	-1%	40%[activator]	58%[activator]	-11%	0%	-15%	89%[activator]
Cc1cc(C)nc(SCC(=O)N(C)CC(=O)Nc2c(Cl)cccc2Cl)n1	50%[activator]	/	4%	0%	-3%	-18%	/	?	4%
CNC(=O)CCCN1C(=O)c2cccnc2Sc2ccccc21	/	42%	9%	-11%	-9%	-2%	2%	-6%	18%[59 µM]
CCCCCn1c(S(=O)(=O)O)nc2ccccc21	0%	10%	-10%	-31%	?	-12%	-7%	27%	10%[2.33 µM]
Cc1noc(C)c1C(=O)Nc1nc(-c2cccs2)cs1	7%	/	-24%	-10%	-7%	-3%	/	?	13%[12.7 µM]
CC(=O)Nc1nc(C)c(Cc2ccccc2)c(=O)[nH]1	-1%	5%	-15%	/	-2%	-1%	-1%	7%	-8%[59 µM]
CC(NC(=O)c1cccc(S(=O)(=O)N2CCN(Cc3ccccc3)CC2)c1)c1ccc(Br)cc1 (stereo not given)	-4%	20%	-7%	-14%	-19%	-19%	-9%	3%	/
Cc1cc(C)c(NC(=O)CSCc2c(C)noc2C)c(Cl)c1	17%	/	-14%	4%	-14%	-12%	/	-18%	40µM*
O=C(O)CCN1C(=O)c2ccc(NC(=O)CCc3ccccc3)cc2C1=O	-5%	22%	3%	8%	-31%	-9%	-2%	-9%	30%
CCn1c(=O)cc(SCC(=O)N2CCN(C(=O)c3ccco3)CC2)c2ccccc21	-3%	12%	1%	-10%	-8%	-5%	0%	-1%	-38%
CCN(CC)C(=O)CSc1ncnc2c(-c3ccc(OC)cc3)nsc12	3%	7%	/	-4%	/	/	0%	/	-6%[12.7 µM]
COc1ccc(NC(=O)CSc2nc3ccccc3nc2N2CCCC2)c(OC)c1	-14%	12%	-10%	9%	-3%	-9%	-4%	-13%	/
CCCCn1c(CCc2ccccc2)nc2cc3[nH]c(=O)c(C(C)C)nc3cc21	-13%	12%	-3%	0%	-18%	-9%	-13%	42%[activator]	?
Cc1c(Cl)cccc1NS(=O)(=O)c1ccc2c(c1)C1C=CCC1C(c1ccc(C(=O)O)cc1)N2 (stereo not given)	-10%	22µM*	2.8µM*	45µM*	56µM*	2µM*	?	?	2.8µM*
O=C(c1ccco1)N1CCN(C(=S)Nc2ccc(F)cc2)CC1	28%	1%	0%	-14%	-4%	11%	0%	1%	32%
CN(C)c1ccc(/C=N/NC(=O)c2cccc(N3CCCC3=O)c2)cc1	0%	1%	-5%	?	-1%	-14%	-4%	81%[activator]	8%[12.7 µM]
CCCc1ccc(OCc2ccc(C(=O)N3CCCC3)o2)cc1	-14%	?	2%	2%	-2%	-25%	-4%	50%[activator]	12%
O=C(OCC(=O)N1CCCc2ccccc21)c1cnc(Cl)c(Cl)c1	5%	4%	-84%	40%[activator]	28%	-7%	-6%	-96%	16%
Cc1ccc2c(C(=O)CN3CCC(C(N)=O)CC3)c(C)[nH]c2c1	34%	0%	/	4%	/	/	5%	/	12%
COc1ccc(-n2nc(C(=O)NCC(=O)Nc3ccccn3)c3ccccc3c2=O)cc1	-2%	86%[activator]	-8%	-2%	-16%	?	-3%	18%	2%
CCC(CC)C(=O)NCc1ccccc1Cl	13%	3%	-12%	12%	1%	-10%	-3%	12%	17%[59 µM]
OC(CN1CCN(Cc2ccccc2)CC1)Cn1c2ccccc2c2ccccc21 (stereo not given)	-3%	-1%	-20%	?	?	-11%	-6%	11%	?
CC(C)CCN1CCC(n2nccc2NC(=O)C2CCOC2)CC1 (stereo not given)	-13%	-20%	-6%	3%	-15%	-25%	3%	68%[activator]	16%
O=C(Nc1ccccc1)C(Cc1cccs1)c1nn[nH]n1 (stereo not given)	-2%	41%	6%	-25%	-15%	-9%	-1%	18%	-35%[59 µM]
COc1ccc(N2CCN(c3nc(NCCc4ccc(OC)c(OC)c4)nc(OC)n3)CC2)cc1	2%	9%	1%	40µM*	25µM*	-16%	-4%	150%[activator]	11µM*

Carrying on.
SMILES	APE1 inh	Pol beta inh	Pol kappa inh	BAZ2B block	JMJD2A Tudor	Pol eta inh	BLM helicase inh	POLI inh	G9a inh
O=C(NCCCC(=O)N1CCOCC1)c1cccnc1	-2%	1%	-8%	8%	9%	-7%	-2%	14%	33%
C=CCNCCCCOc1ccc(OCc2ccccc2)cc1	-2%	-12%	-17%	50µM*	35µM*	-8%	2%	-6%	10µM*
CCOC(=O)N1CCC(c2cc(=O)n3[nH]ccc3n2)CC1	15%	53%	-5%	?	-5%	-7%	-3%	?	-14%
CCOc1ccccc1NC(=O)N1CCCc2ccccc21	-10%	28%	2%	35%	8%	-20%	-6%	14%	/
CCOc1ccc(NC(=O)c2cc(Cl)nc3ccccc23)cc1	10%	-1%	-5%	-3%	-9%	-10%	-6%	-12%[58.9 µM]	/
COc1ccc(C(NC(=O)c2ccc(-c3ccccc3)cc2)c2ccccc2)cc1 (stereo not given)	-3%	-13%	-7%	-19%[57.1 µM]	0%	-17%	-1%	10%	27%

These rows are one share of the data, so the mix of outcomes need not match the whole.
